FXIa inh: human FXIa protease inhibitors, primary screen, biochemical, 1536-well; Coagulation factor XI (Homo sapiens), P03951; purified FXIa, Boc-Glu-Ala-Arg-AMC fluorogenic substrate; inhibition, % at 5 µM; 0.14% of 220,000 active; AID 798, 2007;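 active means inhibition of at least 40%; inactive means inhibition below 40%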;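 further: fluorescence of freed AMC excited at 355 nm; 0% = enzyme without compound and 100% = no enzyme blank; many of its hits are not listed in these tables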
TNF necrop inh: inhibitors of TNF-alpha triggered necroptosis, primary screen, cell-based, Jurkat FADD-/-, single concentration | 0.068% of 220,000 active | activation (protection from cell death), % at 10 µM | Jurkat FADD-/- TNF necroptosis rescue, ATP luminescence, 24 h; 0 = TNF only, 100 = no-TNF cells | AID 463075, 2010;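 active means activation, meaning protection from cell death, of at least 50% relative to plate controls; inactive means activation below 50%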;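 further: necroptosis triggered by 40 ng/mL TNF-alpha added together with compound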
FXIIa inh 1536: human FXIIa protease inhibitors, primary screen, biochemical, 1536-well; inhibition, % at 5 µM; purified FXIIa, Boc-QGR-AMC fluorogenic substrate, 2 h; Coagulation factor XII (Homo sapiens), P00748; 0.3% of 220,000 active; in the data active means inhibition above about 40%;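 further: 0% = enzyme with no compound and 100% = blank without enzyme; many of its hits are not listed in these tables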
Wee1 degr inh: Wee1 degradation inhibitors, primary screen, cell-based, HeLa, Wee1K328M-luciferase, luminescence; HeLa Luc-Wee1K328M stability; 100% = proteasome inhibitor MG132 effect; Wee1-like protein kinase (Homo sapiens), P30291; 1.2% of 220,000 active; AID 1321, 2008; reporter increase, % at 5 µM;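 active means activation above the mean of all tested compounds plus 3 SD, set per screening run, cut at about 8.8% in these data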;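 further: cells exposed to compound for 20 h before luminescence read; 0% = DMSO alone and 100% = MG132 at 30 µM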
Target sequence (P30291 whole entry K328M): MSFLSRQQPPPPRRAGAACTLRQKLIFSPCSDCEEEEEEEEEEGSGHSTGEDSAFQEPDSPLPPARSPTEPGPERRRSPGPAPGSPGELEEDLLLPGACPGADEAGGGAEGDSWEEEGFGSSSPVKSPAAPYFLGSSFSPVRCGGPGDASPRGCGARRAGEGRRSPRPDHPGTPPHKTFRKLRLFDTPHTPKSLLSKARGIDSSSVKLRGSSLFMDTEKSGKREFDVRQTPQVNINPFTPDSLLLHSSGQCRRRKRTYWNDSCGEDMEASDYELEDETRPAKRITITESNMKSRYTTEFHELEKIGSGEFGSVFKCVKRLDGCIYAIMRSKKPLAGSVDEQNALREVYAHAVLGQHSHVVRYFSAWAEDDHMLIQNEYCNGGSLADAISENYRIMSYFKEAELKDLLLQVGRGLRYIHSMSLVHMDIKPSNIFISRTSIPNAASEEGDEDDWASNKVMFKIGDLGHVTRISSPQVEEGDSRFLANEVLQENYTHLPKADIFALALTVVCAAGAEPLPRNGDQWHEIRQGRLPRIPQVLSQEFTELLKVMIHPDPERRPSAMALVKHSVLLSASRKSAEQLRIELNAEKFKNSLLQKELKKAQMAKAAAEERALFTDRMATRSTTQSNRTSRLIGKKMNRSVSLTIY
EP2 antag: human EP2 receptor antagonists, primary screen, TR-FRET cAMP, C6 glioma cells. Prostaglandin E2 receptor EP2 subtype (Homo sapiens), P43116. C6 glioma cells expressing human EP2; cells stimulated with saturating PGE2. inhibition, % at 25 µM. 0.52% of 260,000 active. AID 1422, 2008;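 active means percent inhibition above 40 after rounding to a whole number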;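 further: rat C6 glioma host cells with rolipram phosphodiesterase inhibitor present; the protocol text gives 20 µM as final concentration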
Target sequence (P43116 whole entry, looked up): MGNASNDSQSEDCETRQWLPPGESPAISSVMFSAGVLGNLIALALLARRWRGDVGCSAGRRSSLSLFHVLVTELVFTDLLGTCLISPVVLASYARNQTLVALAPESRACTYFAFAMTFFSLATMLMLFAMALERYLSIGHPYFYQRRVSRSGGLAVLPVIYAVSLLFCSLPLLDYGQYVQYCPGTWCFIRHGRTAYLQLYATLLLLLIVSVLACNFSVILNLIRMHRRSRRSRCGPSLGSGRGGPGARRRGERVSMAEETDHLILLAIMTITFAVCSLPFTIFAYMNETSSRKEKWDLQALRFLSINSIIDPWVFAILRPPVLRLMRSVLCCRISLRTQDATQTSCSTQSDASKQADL
zVAD death inh: inhibitors of zVAD-triggered necroptosis, primary screen, L929 cells; L929 zVAD necroptosis rescue, ATP luminescence, 24 h; with zVAD 60 µM; viability rescue, % at 10 µM; 0.38% of 220,000 active;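 active means activation, scaled between plate controls, above about 75%, limit read from the data; inactive means activation under that limit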;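 further: 0% = zVAD with DMSO and 100% = DMSO alone without zVAD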
Tb hexokinase: Trypanosoma brucei hexokinase 1 inhibitors, primary screen, biochemical, G6PDH-coupled NADH absorbance, MLSCN library; inhibition, % at 10 µM; hexokinase 1 [Trypanosoma brucei]; 0.11% of 220,000 active; recombinant TbHK1, G6PDH-coupled NADH A340; AID 1430, 2008;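 active means inhibition of 50% or more in the single-dose primary screen; inactive means inhibition below 50%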
PPC-1+TRAIL kill: compounds killing PPC-1 cancer cells with TRAIL present, primary screen, TRAIL potentiator project, ATPLite luminescence, uHTS; PPC-1 cells + TRAIL, ATPLite viability luminescence; cell killing (% activity), % at 4 µM; 0.41% of 220,000 active;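 active means cell killing above 50% in the first pass at 4 µM, then a duplicate retest at 5 µM averaging 50% or more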;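 further: plate controls were cells with TRAIL plus DMSO for no effect and medium-only wells lacking cells for full effect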
CHOP inhibitor: inhibitors of CHOP promoter induction, primary screen, cell-based, unfolded protein response, luciferase reporter; CHO-K1 CHOP-promoter luciferase, tunicamycin-induced, 15-18 h; inhibition, % at 10 µM; 3.8% of 220,000 active; AID 2732, 2010;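 active means compounds that reduced the stress-induced luciferase reporter signal by more than about 70% of percent inhibition, limit read from the data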;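 further: 0% = tunicamycin plus vehicle and 100% = wells without tunicamycin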
Numbers without * were called inactive; . = no result given; & = joins results of further samples. Not all compounds are listed. The share of hits here may be higher or lower than overall.

SMILES | FXIa inh | TNF necrop inh | FXIIa inh 1536 | Wee1 degr inh | EP2 antag | zVAD death inh | Tb hexokinase | PPC-1+TRAIL kill | CHOP inhibitor
CCOC(=O)c1c(-c2ccccc2)csc1/N=C/C1C(=O)CCCC1=O | 9 | 3.0 | 16 | -2 | 10 | 1.4 | 32 | 16 | 26
COc1ccc(CCNC(=O)CSc2nc(N)c(C#N)c(-c3cccs3)c2C#N)cc1OC | 5 | 0.1 | -3 | -1 | 13 | 0.2 | 0 | 7 | -21
CCOc1cc(NC(=S)NCC(C)C)c(OCC)cc1NC(=O)c1cccs1 | 0 | -4.2 | 7 | 1 | 0 | 1.0 | -10 | 3 | 100*
CC(=O)Nc1nc2ccc(-c3nc4ccccc4o3)cc2s1 | -1 | -1.0 | -1 | 5 | 6 | 36 | -40 | 15 | 27
COc1cc(C(=O)N/N=C/c2sccc2C)cc(OC)c1OC | 5 | -12 | 7 | 0 | 3 | -1.6 | -49 | 2 | -10
CC(C)CC(=O)N1CCC(O)(CS(=O)(=O)Cc2ccccc2Cl)CC1 | 2 | -2.8 | 5 | 2 | 5 | 0.3 | 1 | 10 | 7
Fc1ccc(C(CCNCc2cccs2)c2ccco2)cc1 (stereo unspecified) | -2 | 4.3 | 4 | 2 | 0 | -0.1 | 15 | -10 | 8
CCC(=O)c1cc2c(cc1NC(=O)C(C)C)OCCO2 | -5 | -2.2 | -4 | -3 | 11 | 3.2 | -13 | 10 | 35
CCC1(C)Cc2nc3[nH]c(=S)n(-c4ccc(C)cc4)c(=O)c3cc2CO1 (stereo unspecified) | -4 | 0.8 | 3 | 2 | 8 | 0.0 | -3 | 3 | 64
N#Cc1ccc(N/N=C/c2ccccc2)c([N+](=O)[O-])c1 | -1 | -0.4 | 17 | 0 | -1 | -0.2 | -9 | 4 | -14
COC(=O)CSc1nnc2c3c4c(sc3nc(-n3nc(C)cc3C)n12)COC(C)(C)C4 | 1 | 0.5 | 9 | -3 | 18 | 0.1 | -11 | 15 | 16
COc1ccnc(-n2cccc2C#N)c1C#N | -5 | -0.9 | 0 | 2 | 7 | 0.7 | -4 | 12 | 11
CCCCCC(=O)N/N=C/c1ccccc1[N+](=O)[O-] | 3 | 0.0 | 7 | -1 | 4 | -0.3 | -9 | 46 | -2
CCOc1cc2nc(-c3ccc(OC)c(OC)c3)nc(N3CC(C)OC(C)C3)c2cc1OC (stereo unspecified) | -2 | -3.8 | 7 | -2 | . | -0.3 | -23 | 8 | 28
Cc1oc(-c2ccccc2Cl)nc1CN1CCCN(C(=O)c2ccco2)CC1 | -3 | 0.7 | 3 | -1 | 9 | -1.1 | -7 | 15 | -4
Cc1ccc(-c2nnn(CC(=O)NCCc3ccc4c(c3)OCO4)n2)cc1 | 9 | 0.0 | 11 | 1 | 8&2 | 1.5 | -4 | -2 | 19
CCOC(=O)C1CCCN(C(=O)CNC(=O)Cn2ccc3ccccc3c2=O)C1 (stereo unspecified) | 3 | 0.3 | 6 | 1 | 6 | 1.8 | -11 | 11 | -14
CCN(CC)S(=O)(=O)c1ccc(C(=O)NCc2cccs2)cc1 | -2 | 2.7 | -5 | 0 | 6 | 0.6 | 2 | 3 | -1
COc1ccc(NS(=O)(=O)c2ccc3oc(=S)[nH]c3c2)cc1 | -4 | 0.8 | -1 | -1 | 9 | 0.0 | -5 | 0 | 14
Cc1ccccc1N=Nc1ccc(O)c2ncccc12 | -1 | -11 | 9 | 0 | 11 | 13 | 64* | 30 | 106*
NCCN1CCN(CCN)CC1 | 1 | -1.0 | 17 | 1 | 12 | 1.1 | 6 | 27 | 27
O=[N+]([O-])c1ccc2c(c1)C(N1CCOCC1)/C(=C/COc1ccc(Cl)cc1Cl)O2 (stereo unspecified) | -6 | -3.9 | 0 | 0 | 9 | -0.5 | 2 | 27 | 47
O=C(Nc1nc2ccccc2s1)c1ccc(F)cc1 | -2 | 0.7 | 6 | 2 | 19 | 7.9 | -5 | 28 | 26
Cc1cc(C)nc(-n2ncc3c2CC(c2ccc(F)cc2)CC3=O)n1 (stereo unspecified) | 1 | -1.4 | 6 | 2 | 1 | -0.4 | -1 | -10 | 19
CCOC(=O)C1CCCN(C(=O)CCc2ccccc2)C1 (stereo unspecified) | 3 | -0.8 | 9 | -1 | 0 | -0.1 | 21 | 12 | -5

(next part)
SMILES | FXIa inh | TNF necrop inh | FXIIa inh 1536 | Wee1 degr inh | EP2 antag | zVAD death inh | Tb hexokinase | PPC-1+TRAIL kill | CHOP inhibitor
O=C(CSC(=S)N1CCOCC1)Nc1nc(-c2ccccc2)c(-c2ccccc2)o1 | -14 | -2.4 | -5 | 7 | 1 | -0.3 | -2 | 0 | 16
CCCCn1c(NS(=O)(=O)c2ccc(C)cc2)c(S(=O)(=O)c2ccccc2)c2nc3ccccc3nc21 | 1 | -2.1 | -1 | 0 | 11 | 1.9 | -3 | 10 | 104*
Cc1nn2c3c(cnc2c1-c1ccccc1)C(=O)CC(C)C3 (stereo unspecified) | . | -1.2 | . | 1 | . | 0.1 | -7 | . | .
COc1ccc(N(CC(=O)NCc2ccccc2)S(C)(=O)=O)cc1 | 2 | 3.0 | 9 | -2 | 6 | 0.3 | -2 | 34 | 14
CC(C)(C)CN1CCNC(=O)C1CC(=O)NCCc1cnn(-c2ccccc2)c1 (stereo unspecified) | 2 | 0.8 | 11 | -1 | 4 | -0.2 | 7 | -6 | 5
O=C(CCC(=O)Nc1ccc(Br)cc1)N/N=C/c1cc([N+](=O)[O-])ccc1O | 3 | -4.2 | 9 | -1 | 7 | -1.0 | -11 | 30 | 17
CCN(c1ccccc1)S(=O)(=O)c1cc(C(=O)Nc2ccc(Br)cc2)ccc1F | 5 | -13 | 14 | 2 | 8 | . | -5 | 11 | 45
O=C(NCc1ccc2c(c1)OCO2)C1CCN(c2ncccn2)CC1 | 1 | 3.1 | -4 | -3 | 6 | 0.0 | 0 | 23 | 56
CCN(CC)CCCNC(=O)c1cc(-c2ccc(Cl)c(Cl)c2)on1 | 3 | -5.9 | 20 | -2 | 3 | 25 | 0 | 12 | -11
CC(C)N1CCC(N2CCN(Cc3cnc(-c4ccccc4)s3)CC2CCO)CC1 (stereo unspecified) | -2 | 2.1 | 4 | 0 | 4 | 0.8 | 1 | 24 | 5
c1ccc(-c2ccc(-c3csnn3)cc2)cc1 | 2 | -3.5 | 10 | 0 | 12 | 0.0 | 4 | 22 | 54
CCOC(=O)c1cnc2c(C(F)(F)F)cccc2c1N1CCOCC1 | -2 | 0.2 | -2 | 0 | 9 | -0.1 | -14 | -11 | 47
N#C/C(=C(/O)COc1ccccc1)c1nnc2n1CCCCC2 | 8 | -0.5 | 18 | -1 | -1 | -0.8 | 7 | 10 | 6
CC(=O)c1c(N=CN(C)C)nc(C)nc1-c1ccccc1 | 2 | 0.3 | 8 | -1 | . | -0.1 | -7 | 7 | 19
COc1cccc(NC(=O)NC(C)C2CC3CCC2C3)c1 (stereo unspecified) | 3 | 0.9 | . | 0 | 7 | 75* | 7 | 6 | 14
CCOC(=O)C(CCOc1cccc(CC)c1)C(=O)OCC | -1 | 0.2 | 11 | 1 | 8 | -0.2 | 3 | 22 | 70
Cc1cc(NC(=O)CSc2c3c(nc4ccccc24)CCC3)no1 | -4 | -2.4 | 5 | 2 | . | 3.9 | -5 | 14 | -33
O=C(Nc1ccccc1Cl)N1CCN(c2ccc3nnc(-c4ccccc4)n3n2)CC1 | 3 | -4.5 | 11 | 3 | 12 | 1.9 | -18 | 4 | 23
O=C(Nc1cccc(F)c1)C1CCN(C(=O)Cc2ccccc2)CC1 | 3 | 3.5 | 10 | -3 | 19 | 0.9 | 4 | 8 | -11
CCOC(=O)C1=C(c2ccccc2)NC(SCC)=C(C#N)C1c1cccnc1 (stereo unspecified) | -12 | 0.7 | -1 | -1 | 4 | 0.6 | -8 | 0 | -10
COc1ccc(C2=NN(C(=O)CCCC(=O)O)C(c3cn(-c4ccccc4)nc3-c3ccccc3)C2)cc1 (stereo unspecified) | 24 | 1.8 | 40* | 1 | 9 | -0.4 | 8 | 18 | 36
COCCNC(=O)CSc1nc(-c2ccc(OC)c(OC)c2)cc(C(F)(F)F)n1 | -6 | -1.7 | 5 | 2 | 12&11 | -0.2 | -38 | 6 | -4
COc1cc(NS(=O)(=O)c2ccc(NC(=O)c3ccc(S(=O)(=O)N4CCCCC4)cc3)cc2)ncn1 | -2 | 0.9 | 5 | 0 | 2 | -0.1 | -3 | -8 | -9
CCCCNC(=O)/C(C#N)=C/c1cccnc1 | -6 | -0.3 | 0 | -1 | 8 | 0.0 | 32 | -2 | -4
CCC(C)(C)NC(=O)CC(c1ccc(OC)cc1)n1cccc1 (stereo unspecified) | 5 | -1.0 | 4 | 2 | 9 | 1.9 | -1 | 0 | 27

Structural class: those above with bromine.
SMILES | FXIa inh | TNF necrop inh | FXIIa inh 1536 | Wee1 degr inh | EP2 antag | zVAD death inh | Tb hexokinase | PPC-1+TRAIL kill | CHOP inhibitor
O=C(CCC(=O)Nc1ccc(Br)cc1)N/N=C/c1cc([N+](=O)[O-])ccc1O | 3 | -4.2 | 9 | -1 | 7 | -1.0 | -11 | 30 | 17
CCN(c1ccccc1)S(=O)(=O)c1cc(C(=O)Nc2ccc(Br)cc2)ccc1F | 5 | -13 | 14 | 2 | 8 | . | -5 | 11 | 45

More entries
SMILES | FXIa inh | TNF necrop inh | FXIIa inh 1536 | Wee1 degr inh | EP2 antag | zVAD death inh | Tb hexokinase | PPC-1+TRAIL kill | CHOP inhibitor
Cc1nc(C)c(C(=O)NCc2ccccc2Cl)o1 | 4 | -1.4 | 17 | 0 | 3 | 0.4 | 2 | 11 | 19
Cc1ccc(-c2nc3ncccn3c2NC2CCCC2)o1 | 4 | -1.3 | 14 | 2 | 10 | -0.6 | -20 | 20 | 5
CCCCn1c(SCC(=O)Nc2nc(C)cs2)nnc1-c1cccnc1 | 5 | -2.1 | 13 | 0 | 14 | -0.1 | -6 | 4 | 26
Cc1onc(-c2ccccc2)c1C(=O)N1CCCSC1=Nc1ccccc1 | -1 | -2.3 | -5 | 3 | 9 | -0.3 | -2 | 5 | 38
CCOC(=O)c1cc2c(ccn2C)n1Cc1ccc(C#N)cc1 | -3 | 1.1 | 3 | 0 | 3 | 0.7 | -6 | -11 | 38
COc1ccc(Cl)cc1NC(=S)N1CCN(C(=O)c2ccco2)CC1 | 2 | -4.0 | 17 | -1 | 0 | -0.4 | -2 | 18 | 10
CCc1ccc(C(=O)NC(CC(C)C)C(=O)O)cc1 (stereo unspecified) | 6 | 0.5 | 15 | -2 | 8 | 0.6 | -4 | 5 | -11
C=CCn1c(SCC(=O)Nc2ncc(Cc3cc(Cl)ccc3Cl)s2)nnc1-c1ccncc1 | -7 | -12 | 2 | -2 | -2 | -0.2 | -10 | -10 | 22
COc1ccc(-c2cc(C(=O)Nc3cnn(Cc4ccccc4C)c3)no2)cc1OC | -7 | -1.3 | -1 | -2 | 7 | 0.9 | -2 | -5 | 19
O=C(CN1C(=O)COc2ccc(S(=O)(=O)N3CCOCC3)cc21)NCc1ccccn1 | 3 | 0.8 | 9 | 4 | 8 | 0.9 | -6 | 15 | -9

Source: PubChem BioAssay
